Source: PubChem
MPTP inh – mitochondrial permeability transition pore inhibitors, primary screen, biochemical, isolated mouse mitochondria, absorbance; Ca2+ swelling absorbance, 30 min; 360,000 compounds, 1.4% hits; inhibition, % at 10 µM; AID 602449, 2012;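 active = inhibition of 50% or more, scaled per plate between neutral and stimulator controls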;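 also: 0% = DMSO wells given calcium and 100% = 1 mM EGTA wells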
An asterisk follows results filed as active.

SMILES	MPTP inh
CC(Nc1ccc(Br)cc1)C(=O)NC(=O)NC1CCCCC1 (configuration not stated)	-1.5
CCc1nc2ccc(C(=O)Nc3cccc(OC)c3)cn2c1N(CC)CCN(C)C	1.6
COC(=O)CN1C(=O)COc2ccc(S(=O)(=O)N3CCCCC3)cc21	-0.4
CC(=O)NC(C)(c1ccccc1)c1nc(-c2cccc3cccnc23)cs1 (configuration not stated)	0.4
CC(C)(C)c1ccc(C(O)c2ncc(-c3ccc4ccccc4c3)[nH]2)cc1 (configuration not stated)	4.2
CCN(CC)C(=O)c1ccc2sc([C@@H]3O[C@H](CO)[C@H](O)[C@H](O)[C@H]3O)nc2c1	0.0
O=C1c2c(-c3ccc(Br)cc3)noc2CCN1Cc1cn(Cc2cccnc2)nn1	0.8
CC(C)CNC(=O)C1(C)CCCN1C(=O)c1cncc(Br)c1 (configuration not stated)	0.3
COc1ccc(C(=O)N2CCOC2CNC(=O)C(=O)NCc2ccccc2)cc1 (configuration not stated)	-0.6
CCOC(=O)C1(C)CCN1C(=O)c1ccc(OC)cc1OC (configuration not stated)	-0.1
CC1(C(=O)NCc2cccc(C(F)(F)F)c2)CCN1Cc1ccc2ccccc2c1 (configuration not stated)	-1.1
CC1(C(=O)NS(=O)(=O)c2ccc(Cl)cc2)CCN1C(=O)Cc1ccccc1 (configuration not stated)	0.4
CN1CCN(C(=O)C2=NOC3(C2)C(=O)Nc2ccccc23)CC1 (configuration not stated)	-0.7
CCc1nc2ccc(C(=O)NCCN3CCOCC3)cn2c1N(CCC(C)C)CCN(C)C	0.4
CCOC(=O)c1cc(=O)nc(N)s1	-0.7
CN(Cc1ccccc1)C(=O)Cn1nnc(-c2ccccc2)c1COc1ccc2ccccc2c1	0.9
CCCCNC(=O)C1(C)CCCCN1C(=O)c1ccc(C#N)cc1 (configuration not stated)	0.8
COc1cc(-c2cc3nc(NCCc4ccc(S(N)(=O)=O)cc4)ccn3n2)cc(OC)c1OC	0.7
CC(C)C[C@H]1CN([C@@H](CC(C)C)CN2CCC[C@H]2CN2C(=O)C(=O)NC[C@@H]2Cc2ccccc2)C(=O)C(=O)N1CCc1ccccc1	-1.7
Cc1ccc(-n2ncc(-c3n[nH]c(=S)o3)c2N)cc1C	-0.5
CCCCCCCCN1C(=O)[C@H](CC(=O)N2CCN(C(=O)c3ccco3)CC2)C[C@@]2(C(=O)OC)CC(C)(C)CC=C12	2.7
COc1cc(CNC[C@H]2O[C@@H](n3ccc(N)nc3=O)[C@H](O)[C@@H]2O)ccc1OCc1ccc(C)cc1	-1.0
O=c1cc(CN2CCN(c3ccccc3F)CC2)c2c(ccc3ccccc32)o1	0.8
COc1ccc(CCCNC(=O)C2(C)Cc3c(-c4ccc5c(c4)OCO5)ccnc3O2)cc1 (configuration not stated)	-0.8
COc1ccc(CN2C(=O)c3ccccc3C2c2nnnn2-c2c(C)cccc2C)cc1OC (configuration not stated)	0.4
CCC(C)CN1C(=O)CSCC1(C)C(=O)Nc1ccc2c(c1)OCCO2 (configuration not stated)	0.2
COCCCN1C(=O)C(CC(=O)NCCN2CCOCC2)CC(C(=O)N(C)C)=C1C (configuration not stated)	-0.6
CCC1NC(=O)c2cccnc2-n2c1nc1ccc(F)cc1c2=O (configuration not stated)	0.5
OC(c1cccc(CN2CCCCC2)c1)c1ncc(-c2ccccc2Cl)[nH]1 (configuration not stated)	0.6
COc1cccc(CNC(=O)c2ccc(S(=O)(=O)N3CCCCC3)cc2)c1	-1.6

Ordered by molecular weight (descending): some entries from above
SMILES	MPTP inh
COc1cc(-c2cc3nc(NCCc4ccc(S(N)(=O)=O)cc4)ccn3n2)cc(OC)c1OC	0.7
COc1cc(CNC[C@H]2O[C@@H](n3ccc(N)nc3=O)[C@H](O)[C@@H]2O)ccc1OCc1ccc(C)cc1	-1.0
CCc1nc2ccc(C(=O)NCCN3CCOCC3)cn2c1N(CCC(C)C)CCN(C)C	0.4
COc1ccc(CN2C(=O)c3ccccc3C2c2nnnn2-c2c(C)cccc2C)cc1OC (configuration not stated)	0.4
COc1ccc(CCCNC(=O)C2(C)Cc3c(-c4ccc5c(c4)OCO5)ccnc3O2)cc1 (configuration not stated)	-0.8
COCCCN1C(=O)C(CC(=O)NCCN2CCOCC2)CC(C(=O)N(C)C)=C1C (configuration not stated)	-0.6
CC1(C(=O)NCc2cccc(C(F)(F)F)c2)CCN1Cc1ccc2ccccc2c1 (configuration not stated)	-1.1
CCc1nc2ccc(C(=O)Nc3cccc(OC)c3)cn2c1N(CC)CCN(C)C	1.6
COc1ccc(C(=O)N2CCOC2CNC(=O)C(=O)NCc2ccccc2)cc1 (configuration not stated)	-0.6
CCN(CC)C(=O)c1ccc2sc([C@@H]3O[C@H](CO)[C@H](O)[C@H](O)[C@H]3O)nc2c1	0.0
COc1cccc(CNC(=O)c2ccc(S(=O)(=O)N3CCCCC3)cc2)c1	-1.6
OC(c1cccc(CN2CCCCC2)c1)c1ncc(-c2ccccc2Cl)[nH]1 (configuration not stated)	0.6
CC(=O)NC(C)(c1ccccc1)c1nc(-c2cccc3cccnc23)cs1 (configuration not stated)	0.4
CC(Nc1ccc(Br)cc1)C(=O)NC(=O)NC1CCCCC1 (configuration not stated)	-1.5
CN1CCN(C(=O)C2=NOC3(C2)C(=O)Nc2ccccc23)CC1 (configuration not stated)	-0.7
CCOC(=O)C1(C)CCN1C(=O)c1ccc(OC)cc1OC (configuration not stated)	-0.1
Cc1ccc(-n2ncc(-c3n[nH]c(=S)o3)c2N)cc1C	-0.5
CCOC(=O)c1cc(=O)nc(N)s1	-0.7

(continued)
SMILES	MPTP inh
COc1ccccc1CC1(C)C(=O)Nc2ccc(S(=O)(=O)NC3CCCCC3)cc21 (configuration not stated)	0.6
CCOc1ccc(CCN2C(=S)N([C@@H](Cc3ccccc3)CN3CCC[C@@H]3CN3C(=S)NC[C@@H]3CC(C)C)C[C@@H]2Cc2ccccc2)cc1	-0.5
CS(=O)(=O)N1CCCCC1c1cc(C(=O)Nc2ccccc2Cl)no1 (configuration not stated)	-1.8
CCCc1c(C(=O)N/N=C(\C)c2ccccc2O)nnn1-c1nonc1N	0.7
CC1(Cc2cc(Cl)ccc2C(F)(F)F)C(=O)Nc2ccc(OC(F)(F)F)cc21 (configuration not stated)	4.6
COc1ccc(C(O)c2nc(-c3ccc4c(c3)OCO4)cs2)cc1 (configuration not stated)	2.5
COc1cccc(CNc2nc3cc(-c4ccccc4)sc3c(=O)n2C)c1OC	0.4
Cc1ncccc1C(=O)N1CCCC(c2cc(C(=O)Nc3ccc(C(C)(C)C)cc3)no2)C1 (configuration not stated)	-0.4
CNc1cncc(-c2ccc(CN3CCOCC3)cc2)n1	-0.2
Cc1cc(C)cc(C(O)c2ncc(-c3cccc(C(F)(F)F)c3)[nH]2)c1 (configuration not stated)	5.8
CCc1nc2ccc(C(=O)NCc3ccc(OC)cc3)cn2c1N(C)Cc1ccc(OC)cc1	-2.8
CSc1ccc(Cn2c(C)c(C(=O)NCc3ccccc3C(F)(F)F)sc2=O)cc1	0.3
COc1ccccc1C(=O)NCCN1CCCC1	0.0
Cc1cc2nc(C3CCCCC3)c(Cc3cccc(F)c3)n2c(C)c1Br	2.8
CCOC(=O)C1=CCN(S(=O)(=O)c2cccc(Cl)c2)C1c1cccc(C)c1 (configuration not stated)	1.2
CCOc1ccccc1NC(=O)c1ccc2c(O)c(S(=O)(=O)c3ccccc3)c(=O)[nH]c2c1	0.3
CC(=O)NC(C)(c1ccccc1)c1nc(-c2cccc(C#N)c2)cs1 (configuration not stated)	0.9
COc1ccc([C@H]2C[C@H](O)[C@@H](n3cc(-c4ccc(F)cc4)nn3)CN2C(=O)c2cccs2)cc1	-1.1
OC(c1ccccc1)(c1nc(-c2ccc(Cl)cc2)cs1)C(F)(F)F (configuration not stated)	1.3
Nc1ncc(-c2ccc(-c3ccccc3)cc2F)cc1-c1ccccc1F	0.9
Cc1ccccc1CN1C(=O)c2ccccc2C1c1nnnn1-c1ccc2c(c1)OCCO2 (configuration not stated)	0.8
Cc1cc(-c2ccncc2)n2ncc(-c3ccccc3)c2n1	0.4
CC1C(c2ccccc2)=Nn2c(=O)n(-c3ccccc3)c(=O)n21 (configuration not stated)	-0.3
CCc1nc2ccc(C(=O)NCCOc3ccc(OC)cc3)cn2c1N(C)C(=O)COc1ccccc1	1.2
CN1CCN(C(=O)C2Cc3c(-c4cccc(F)c4)ccnc3O2)CC1 (configuration not stated)	-2.8
COc1ccc(NC(=O)C2(C)CCN2Cc2ccc(SC)cc2)cc1OC (configuration not stated)	0.3
CCOc1c(Br)cc(C(=O)Nc2cccc(S(=O)(=O)N3CCOCC3)c2)cc1OC	1.8
CC(C)(C)C(=O)c1c(N)[nH]c(C(=O)c2ccccc2)c1-c1ccc(C(F)(F)F)cc1	2.4
COc1ccc(CN2CCCC(C(=O)N3CCCC3)C2)c(OC)c1OC (configuration not stated)	0.2
CCOC(=O)C1(C)CCCN(C(=O)c2ccc(F)c(Cl)c2)C1 (configuration not stated)	-0.3
COc1ccc(OC)c(C(O)c2ncc(-c3cccc(C(F)(F)F)c3)[nH]2)c1 (configuration not stated)	1.0
CCCCCCCCN1C(=O)[C@H](CC(=O)NCc2cccs2)C[C@@]2(C(=O)OC)CC(C)(C)CC=C12	0.0
CCCC[C@@H]1CC2=C(C(=O)OC(C)(C)O2)[C@@H](c2ccc(Cl)cc2)O1	1.8
COc1ccc(Cn2cc(CN3CCOCC3)nn2)cc1	-1.6
O=C(NCc1ccccc1)c1cc(C2CCCN(C(=O)C3CC3)C2)on1 (configuration not stated)	0.1
CC(C)NC(=O)C1(C)CN(S(C)(=O)=O)CC(=O)N1CCCN1CCOCC1 (configuration not stated)	4.5
CCCCCNC(=O)C(c1ccnc2ccccc12)n1c(=O)c(-c2cc3ccccc3[nH]2)nc2ccccc21 (configuration not stated)	-1.4
CCc1nc2c(OCc3cccc(Cl)c3)cccn2c1N(C)C(=O)c1ccco1	-4.8
O=C1NC[C@@H](CCCCN2CCN(CC3CCCCC3)C(=O)C2=O)N(CCC2CCCCC2)C1=O	0.8
CC(C)C[C@@H](COCc1ccc(Cl)cc1)N1CCN(C(=O)c2ccc(Cl)cc2Cl)CCC1=O	-1.1
Cc1ccccc1-c1cnc(C(O)c2ccc(-c3ccccc3)cc2)[nH]1 (configuration not stated)	3.6
c1ccc2c(c1)Sc1cnccc1N2CC1CO1 (configuration not stated)	-1.7
CC(C)(C)c1ccc(C(=O)N2CCC2(C)C(=O)NCc2cccs2)cc1 (configuration not stated)	0.3
C[C@H]1CN([C@@H](C)CO)C(=O)CCCn2nncc2CO[C@H]1CN(C)S(=O)(=O)c1ccc(-n2cccn2)cc1	-0.9
COC(=O)C1=CN(c2ccc(C)cc2)C(N)=C(C#N)C1c1ccc(OC)cc1 (configuration not stated)	-0.5
Cc1ccsc1C(=O)OCC(=O)NCc1cccs1	0.2
CN(C)C(CNC(=O)C1CC(=O)N(c2cccc(C(F)(F)F)c2)C1)c1ccccc1 (configuration not stated)	-0.9
O=C(NCCc1ccccc1)c1cc(S(=O)(=O)N2CCCCC2)c[nH]1	-0.9
Cc1ccc(S(=O)(=O)N2C[C@H]3C(=O)C[C@@H](c4ccccc4F)N(S(=O)(=O)c4ccc(C)cc4)[C@H]3C[C@H]2c2cccc3ccccc23)cc1	0.3
O=C1Nc2ccccc2N=C(c2ccc3c(c2)OCO3)C1N(CCc1ccccc1)C(=O)CSc1ncccn1 (configuration not stated)	0.1
COc1cccc(NC(=O)C2(C)CCN2C(=O)C2CCCCC2)c1 (configuration not stated)	-0.9
CCc1nc2c(OCCn3cccc3)cccn2c1N(C)C(=O)c1ccc(OC)cc1	0.6
O=S1(=O)C[C@@H](N2CCC[C@@H]2CO)[C@H](COCc2ccccc2)N1	-1.4
COc1cccc(C(O)c2ncc(-c3ccc(Cl)cc3)[nH]2)c1 (configuration not stated)	0.1
Cc1nc2ccc(C(=O)N(C)Cc3ccco3)cn2c1N(C)CC1CCCCC1	1.6
CCN(CC)C(=O)C1=C(C)N(CCCOC)C(=O)C(CC(=O)NCc2ccco2)C1 (configuration not stated)	-0.6
CCN(C)C1CN(Cc2cn(CCCC(=O)OC)nn2)S(=O)(=O)C1 (configuration not stated)	-0.2
COc1ccc2c(CC(=O)Nc3ccc4nc(N5CCOCC5)sc4c3)coc2c1	0.0
CCCCNC(=O)C1(C)CCCCN1C(=O)c1c(Cl)cccc1Cl (configuration not stated)	0.2
CC(C)C[C@H]1CN([C@@H](Cc2ccccc2)CN2CCC[C@@H]2CN2C(=O)C(=O)NC[C@@H]2Cc2ccc(O)cc2)C(=O)C(=O)N1CCc1ccccc1	-1.4

(next part)
SMILES	MPTP inh
COc1ccc(NC(=O)CN2C(=O)NC(C)(c3ccccc3)C2=O)cn1 (configuration not stated)	-1.7
Cc1cccc(C)c1-n1nnnc1C(c1ccnc2ccccc12)N1CCN(CC(=O)NC(C)C)CC1 (configuration not stated)	-0.2
C[C@H]1CN([C@@H](C)CO)C(=O)CCCn2nncc2CO[C@@H]1CN(C)Cc1ccc2c(c1)OCO2	-0.1
CCCCNC(=O)c1ccc2nc(CC)c(N(C)Cc3cccs3)n2c1	-1.6
CN(C)c1ccc(-c2csc(C(O)c3ccc(F)c(F)c3)n2)cc1 (configuration not stated)	2.0
CC1(C)ON=C(c2ccc(C(F)(F)F)cc2)NC1=O	-0.6
COc1cccc(-c2cc3nc(NCc4ccc(C)cc4C)n(C)c(=O)c3s2)c1	2.1
Cc1nc(C(F)(F)F)ccc1C(=O)N1CCC1(C)C(=O)NS(=O)(=O)c1ccc(F)cc1F (configuration not stated)	-1.0
CCCNC(=O)C1(C)CCCN(C(=O)CN2C(=O)c3ccccc3C2=O)C1 (configuration not stated)	0.8
CC(=O)NC(c1ccc(F)c(F)c1)c1nc(-c2cccc(F)c2)cs1 (configuration not stated)	0.4
COc1ccc(CNC(=O)c2sc(=O)n(Cc3ccc(C)cc3)c2C)cc1OC	-0.3
COc1ccc(Cl)c(-c2cc(C(=O)Nc3ccc(C)c(NS(C)(=O)=O)c3)[nH]n2)c1	-0.1
C=CCC[C@H](CCCCC)OC(=O)/C=C/[C@H](O)[C@@H](O)C[C@H](O)CC=C	0.5
O=C1C=C(OCCCl)CC(c2cccc(Cl)c2)O1 (configuration not stated)	1.1
COc1ncccc1C(=O)N1CCCC(C(=O)Nc2cccc(-c3ccc(F)cc3)c2)C1 (configuration not stated)	1.0

A portion of the library; rates above refer to the full screens.
